# TCR act – activators of T cell receptors | AID 504894 | Potency, µM (series often up to 9.22 µM), for the others: top-dose activation of IL-2 secretion, actives largely listed as activators | 330,000 tested, under 10 active | primary human leukocytes, anti-CD3, IL-2 HTRF, 48 h; further: % of control where 0% means no effect
#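 Primary human leukocytes incubated 48 hr with anti-CD3 beads plus compound, without co-stimulation. Secreted IL-2 measured by HTRF (europium cryptate/d2 anti-IL-2 pair, 320 nm excitation, 665 nm emission).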
# CXXC DNA block – inhibitors of human MLL CXXC domain-DNA interaction. Potency, µM (titrated, usually from 115 µM), without a hit: at the top dose activity change, negative = inhibition, hits mostly inhibitors. 290,000 compounds, 0.037% hits. MLL-CXXC / FITC-HOXA9 DNA fluorescence polarization. Q03164. AID 2662; active means well fitted inhibition curve with a large enough effect in the polarisation, with a control signal flat, not every such curve was filed as active; inconclusive means small, poorly fitted or top-dose-only effect, or effect the other way, or a change in a side signal; inactive means no such curve, though single readings can be large or run the other way; the % refers to the polarisation; further: potency means the concentration at half of the fitted maximal effect
#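 Purified MLL-CXXC (added from a 7 uM solution) was preincubated 5 min at ambient with pinned compounds in 50 mM Tris-HCl pH 7.5, 50 mM NaCl, 1 mM DTT, 0.05% BSA. Fluorescein-labeled HOX-A9 DNA (50 nM solution) followed, 30 min, then polarization read.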
# A-T KAP1 phos – potential ataxia-telangiectasia treatment; […] A-T fibroblasts, KAP-1 phosphorylation AlphaLISA; neocarzinostatin DNA damage 30 min before lysis; Potency, µM (series often up to 57.5 µM), for inactives: at the top dose activation, actives largely listed as activators; 320,000 compounds, 0.19% hits; AID 485349; further: potency means the concentration at half of the fitted maximal effect; % of control where 0% means no effect; nearly all actives have a fitted effect of over 45% in size
#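 ATM-like activity read as KAP-1 phosphorylation via AlphaLISA donor/acceptor antibody pairs after lysis and 6 hr at 25C. Cells were ATM-null patient fibroblasts ([…], hTERT), dosed 60 min, then exposed to the DSB inducer NCS for 30 min.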
# TSHR antag – blocks TSH signaling through the human TSH receptor; TSHR-expressing cells, TSH-stimulated cAMP HTRF, 2 h; hits give low values; activity change, negative = inhibition, % at 11.5 µM; P16473; 330,000 compounds, 0.2% hits;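 active means activity change below a set negative limit, meaning inhibition stronger than a set level, cut at about -70% in these data; inconclusive means activity change between two set negative limits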; further: on the % scale 0 is the no-effect control and ±100 the full control effect
#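 Antagonism was scored as loss of TSH-driven cAMP in TSHR cells, stimulated with 4nM TSH (EC80) for 2 hours at 37 deg C and detected by homogeneous HTRF competition immunoassay.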
# Integrin act MD – integrin-mediated muscular dystrophy alleviation activation | alpha7betagal myoblasts, beta-gal FDG fluorescence, 48 h | Potency, µM (series often up to 38.3 µM), inactives show top-dose activation, usual class: activators | 350,000 compounds, 0.064% hits;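 further: potency means the concentration at half of the fitted maximal effect; 100% = response of the positive control SU9516; nearly all actives have a fitted effect of over 60% in size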
#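 Alpha7betagal+/- myoblasts (passage 13) were plated 16-24 hr, then exposed to compounds (1:260 dilution of DMSO stock) for 48 hours at 37C. After MPER lysis, β-galactosidase reporter activity was read as FDG fluorescence (ex 480/em 540) after 30 minutes.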
# Mito fusion act – inhibitors of mitochondrial division or activators of mitochondrial fusion; S. cerevisiae fusion-defective mutant growth rescue, CellTiterGlo 48 h; Potency, µM (highest dose often 46.1 µM), without a hit: at the highest dose growth rescue (activation), usual class: activators; 320,000 compounds, 0.23% hits;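 further: potency means the concentration at half of the fitted maximal effect; % of control where 0% means no effect; nearly all actives have a fitted effect of over 45% in size; temperature-sensitive fusion mutants such as fzo1-1 at 37 °C on non-fermentable ethanol glycerol medium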
#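 Yeast fusion mutant, YPEG (non-fermentable carbon), compound, 48 h at 37C non-permissive; CellTiterGlo added, 10 min RT, luminescence read. Rescued growth = division inhibition.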
# MBNL1-CUG inh – inhibitors of human MBNL1 binding to CUG repeat RNA | Potency, µM (doses to about 57.5 µM), without a hit: at the highest dose activity change, negative = inhibition, hits mostly inhibitors | TR-FRET MBNL1-His/biotin-(CUG)12 binding, 665/545 ratio | Q9NR56 | 280,000 compounds, 0.036% hits; active means well fitted inhibition curve with a large enough effect in the signal ratio, with a control signal flat, not every such curve was filed as active; inconclusive means small, poorly fitted or top-dose-only effect, or effect the other way, or a change in a side signal; inactive means no such curve, though single readings can be large or run the other way; the % refers to the signal ratio; further: potency means the concentration at half of the fitted maximal effect; on the % scale 0 is the no-effect control and ±100 the full control effect
#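 Compound titration spanned 92 nM–58 uM against the MBNL1-His/biotin-(CUG)12 complex. After 60 min at room temperature with 5 nM streptavidin-XL665 and 0.055 ng/ul terbium anti-His, ratiometric 665/545 nm emission (Ex 340 nm) normalized to controls.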
# TSG101-PTAP inh – blocks PTAP/TSG101 interaction to inhibit HIV-1 budding; AID 493005; Q99816; Fluorescence polarization, FITC-PTAP peptide / Tsg101 binding; Potency, µM (titrated, usually from 115 µM), for the others: at the top dose activity change, negative = inhibition, actives largely listed as inhibitors; 340,000 tested, under 10 active; active means well fitted inhibition curve with a large enough effect in the main read-out, with a control signal flat, not every such curve was filed as active; inconclusive means small, poorly fitted or top-dose-only effect, or effect the other way, or a change in a side signal; inactive means no such curve, though single readings can be large or run the other way; further: potency means the concentration at half of the fitted maximal effect; % of control where 0% means no effect
#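 Fluorescence anisotropy tracks displacement of a FITC-tagged PTAP peptide (50 nM) from the Tsg101 binding domain (10 uM), following a 20 min room-temperature incubation at pH 7.5.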
# ASM inhibitor – blocks human secretory acid sphingomyelinase | placental ASM, HMU-PC fluorogenic substrate, 60 min | Potency, µM (top dose mostly 57.5 µM), for the others: at the top dose activity change, negative = inhibition, most hits filed as inhibitors | 340,000 compounds, 0.006% hits; further: potency means the concentration at half of the fitted maximal effect
#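 Human placenta-derived ASM enzyme was preincubated with compound for 10 minutes at room temperature, then given fluorogenic substrate HMU-PC0 (9 uM final) for 60 minutes at 37 °C; a pH 10 stop preceded fluorescence reading at Ex 386/Em 447 nm.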
# Menin MLL FP TR – inhibitors of human menin-MLL interaction, mutant MLL peptide; 270,000 compounds, 0.23% hits; Menin + Texas Red MLL mutant peptide, fluorescence polarization; AID 1768; Potency, µM (series often up to 61.6 µM), for the others: at the top dose FP activity change, negative = inhibition, usual class: inhibitors; active means well fitted inhibition curve with a large enough effect in the polarisation, with a control signal flat, not every such curve was filed as active; inconclusive means small, poorly fitted or top-dose-only effect, or effect the other way, or a change in a side signal; inactive means no such curve, though single readings can be large or run the other way; the % refers to the polarisation; further: potency means the concentration at half of the fitted maximal effect; % of control where 0% means no effect; many of its hits are not listed in these tables
# An asterisk follows results filed as active; ? = inconclusive; · = no result given; [ ] = another dose, or the depositor's remark. Unless noted, the call rests on the fitted dose curve; in most records, active means well fitted curve in the direction sought with a large enough effect; inconclusive means small, poorly fitted or top-dose-only effect, or another doubt; inactive means no such curve, though single readings can be large; an effect the other way counts as inactive or inconclusive.
SMILES,TCR act,CXXC DNA block,A-T KAP1 phos,TSHR antag,Integrin act MD,Mito fusion act,MBNL1-CUG inh,TSG101-PTAP inh,ASM inhibitor,Menin MLL FP TR
O=C(CCCCCN1C(=O)c2cccc3cccc(c23)C1=O)NC1CCS(=O)(=O)C1 (configuration not stated),0%,26%,29%,18,8%,1%,?,-1%,5%,·
O=S(=O)(NCC1CCCO1)c1ccc(Cl)cc1 (configuration not stated),3%,3%,-2%,1,9%,-2%,-4%,-6%,-1%,14%
Cc1ccc(C)c(NC(=O)COC(=O)c2cc3ccccc3oc2=O)c1,-2%,·,10%,-14,?,-1%,·,-3%,-3%,·
O=C(COc1ccc(Cl)cc1Cl)NCCSc1ccc(Cl)cc1,-8%,-10%,5%,-13,-37%,-2%,0%,-8%,-10%,4%
N#Cc1c(-c2ccco2)nc(SCC(=O)Nc2cccc(Cl)c2)[nH]c1=O,·,-13%,3%,8,1%,-1%,26%,-7%,1%,24%
Cc1ccc(C(=O)NCCc2ccccn2)cc1S(=O)(=O)N1CCOCC1,-2%,15%,-27%,-1,-17%,-5%,0%,-5%,0%,·
CNC(=S)N=Nc1c(O)[nH]c2ccc(C(C)C)cc12,3%[46.1 µM],-4%,1%,-3,-31%,-8%,?,-1%,-17%,24%
CC(C)Cn1c(N)c(C(=O)COC(=O)c2cccnc2Cl)c(=O)n(C)c1=O,0%,1%,0%,-13,4%,8%,-4%,-4%,0%,30%[activator]
O=C(O)c1cc(NS(=O)(=O)c2cccs2)cc(NS(=O)(=O)c2cccs2)c1,-1%,·,-5%,-3,0%,4%,·,-2%,-1%,·
O=C(c1ccco1)N1CCN(C(=O)C(Sc2ccccc2)c2ccccc2)CC1 (configuration not stated),-1%,2%,1%,3,23%,19%,-1%,0%,7%,14%
Cc1cc(/C=C2\SC(=S)NC2=O)cc(C)c1O,4%,?,5%,-9,-19%,-17%,?,-4%,-7%,62%[activator]
COc1ccc(C2=NN(C(=O)c3ccccc3)C(c3ccc(OC)c(OC)c3)C2)cc1OC (configuration not stated),-4%,44%[activator],-2%,-7,3%,12%,?,-7%,-9%,-22%

# A second format for 10 compounds above.
canonical_smiles	TCR act	CXXC DNA block	A-T KAP1 phos	TSHR antag	Integrin act MD	Mito fusion act	MBNL1-CUG inh	TSG101-PTAP inh	ASM inhibitor	Menin MLL FP TR
O=C(CCCCCN1C(=O)c2cccc3cccc(c23)C1=O)NC1CCS(=O)(=O)C1 (configuration not stated)	0%	26%	29%	18	8%	1%	?	-1%	5%	·
O=S(=O)(NCC1CCCO1)c1ccc(Cl)cc1 (configuration not stated)	3%	3%	-2%	1	9%	-2%	-4%	-6%	-1%	14%
Cc1ccc(C)c(NC(=O)COC(=O)c2cc3ccccc3oc2=O)c1	-2%	·	10%	-14	?	-1%	·	-3%	-3%	·
O=C(COc1ccc(Cl)cc1Cl)NCCSc1ccc(Cl)cc1	-8%	-10%	5%	-13	-37%	-2%	0%	-8%	-10%	4%
N#Cc1c(-c2ccco2)nc(SCC(=O)Nc2cccc(Cl)c2)[nH]c1=O	·	-13%	3%	8	1%	-1%	26%	-7%	1%	24%
Cc1ccc(C(=O)NCCc2ccccn2)cc1S(=O)(=O)N1CCOCC1	-2%	15%	-27%	-1	-17%	-5%	0%	-5%	0%	·
CNC(=S)N=Nc1c(O)[nH]c2ccc(C(C)C)cc12	3%[46.1 µM]	-4%	1%	-3	-31%	-8%	?	-1%	-17%	24%
CC(C)Cn1c(N)c(C(=O)COC(=O)c2cccnc2Cl)c(=O)n(C)c1=O	0%	1%	0%	-13	4%	8%	-4%	-4%	0%	30%[activator]
O=C(O)c1cc(NS(=O)(=O)c2cccs2)cc(NS(=O)(=O)c2cccs2)c1	-1%	·	-5%	-3	0%	4%	·	-2%	-1%	·
O=C(c1ccco1)N1CCN(C(=O)C(Sc2ccccc2)c2ccccc2)CC1 (configuration not stated)	-1%	2%	1%	3	23%	19%	-1%	0%	7%	14%

# Other records follow.
SMILES,TCR act,CXXC DNA block,A-T KAP1 phos,TSHR antag,Integrin act MD,Mito fusion act,MBNL1-CUG inh,TSG101-PTAP inh,ASM inhibitor,Menin MLL FP TR
N#C/C(=N\Nc1ccccc1)C(=N)N1CCCCC1,-4%,-12%,·,-7,4%,-1%,?,-5%,-12%,-13%
Cc1cc(-c2n[nH]c(=S)n2/N=C/c2ccc(Br)s2)n[nH]1,-6%[46.1 µM],-16%,-3%,-12,-9%,2%,?,-2%,?,16%
COc1ccc(Cc2nnc(SCC(=O)NCc3ccco3)o2)cc1,·,2%,-2%,3,-15%,-2%,-1%,-4%,0%,1%
COc1ccc(-c2c(C)nc3c(-c4ccccn4)cnn3c2N)cc1,0%,-1%,-3%,-10,8%,-115%[inhibitor],-1%,-4%,51%[activator],-2%
O=C(NN1C(=O)/C(=C/C=C/c2ccccc2)SC1=S)c1ccncc1,-6%,22%,-3%,8,-41%,-2%,19%,-2%,?,24%
COc1cc(-c2noc(C)c2C#CC2(O)CCCCC2)cc(OC)c1OC,3%,-1%,12%,14,21%,12%,-2%,0%,-18%,0%
CCN(CC(=O)Nc1ccc(NC(C)=O)cc1)CC(=O)Nc1ccccc1C(=O)c1ccccc1,-1%,7%,8%,5,21%,-2%,0%,-1%,-2%,8%
CCOC(=O)c1cccc(NC(=O)CCNS(=O)(=O)c2cccc3nonc23)c1,-2%,3%,4%,-14,17%,-1%,?,2%,-8%,-2%
O=C(c1cc(N2CCCCC2)nc2ccccc12)N1CCOCC1,·,-6%,4%,-2,17%,0%,2%,·,319%[activator],-7%
COC(=O)c1sc(N2C(=O)C(O)=C(C(=O)c3ccc(C)o3)C2c2ccc([N+](=O)[O-])cc2)nc1C (configuration not stated),1%,2%,9%,0,15%,2%,-3%,-4%,14%,·
Cc1ccccc1CNC(=O)c1ccc(CSCc2ccccc2)cc1,1%,7%,-3%,-21,-21%,14%,-4%,1%,-2%,13%
CCCCCC(=O)NC(NC(=S)Nc1ccc(S(N)(=O)=O)cc1)C(Cl)(Cl)Cl (configuration not stated),1%,-3%,5%,0,-1%,1%,-11%,-8%,-14%,39%[activator]
O=C(NC(=S)Nc1cccc(Cl)c1Cl)C1CC1,-2%,0%,5%,6,8%,-14%,-2%,-7%,-2%,34%[activator]
CCN(CC)C(=O)CSc1nnc(CCN)o1,2%,-2%,2%,-7,5%,5%,0%,-3%,10%,7%
O=C(NC1CC1)c1cc2c(s1)CS(=O)(=O)C2,2%,8%,3%,7,-3%,1%,13%,-2%,0%,0%
O=C(NCCNC(=O)c1cc(Cl)ccc1Cl)c1cnccn1,16%,18%,4%,2,0%,-5%,4%,-8%,0%,7%
O=C(O)Cc1ccc(NS(=O)(=O)c2ccccc2Cl)cc1,0%,2%,5%,3,0%,19%,-8%,-4%,1%,15%
CC1(C)CC(=O)C(C(c2cc([N+](=O)[O-])ccc2Cl)C2C(=O)CC(C)(C)CC2=O)C(=O)C1,-5%,·,·,·,-55%[inhibitor],·,·,1%,1%,·
Cc1cc(NC(=O)CSc2ccc(-c3ccc(Br)cc3)nn2)no1,1%,9%,1%,-18,0%,-7%,6%,-2%,-10%,·
O=C(CN1C(=O)NC2(CCCCC2)C1=O)N1CCN(S(=O)(=O)/C=C/c2ccccc2)CC1,-1%,·,10%,0,-11%,-1%,·,-7%,3%,·
Cc1ccccc1C(=O)Nc1nnc(S(=O)(=O)N2CCCCCC2)s1,-6%,0%,-5%,-17,21%,2%,-1%,-13%,-9%,?
CN(C)S(=O)(=O)c1cc(NC(=O)CN2CCc3ccccc32)ccc1Cl,-2%,?,10%,12,-29%,-4%,200%[activator],0%,0%,?
CCN(CC)c1ccc(C=C2SC(=S)NC2=O)cc1,-5%,·,·,·,-9%,·,·,?,?,·
O=C(COC(=O)c1cc(=O)c2ccccc2o1)NCc1ccccc1,4%,·,-9%,4,56%,2%,·,-3%,-4%,·

# Compound activity deposited in PubChem by National Center for Advancing Translational Sciences (NCATS).

# Only part of the results is shown, so the mix of outcomes need not match the whole.
